MITF inh: MITF inhibitors, primary screen, biochemical, AlphaScreen, human; AlphaScreen MITF homodimerization, bead proximity signal; hit rate 0.91% among 650,000; inhibition, % at 2.6 µM; AID 1259374, 2018; in the data active = inhibition above about 50%;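 also: 0% = vehicle wells with protein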
Target sequence (O75030 whole entry, looked up): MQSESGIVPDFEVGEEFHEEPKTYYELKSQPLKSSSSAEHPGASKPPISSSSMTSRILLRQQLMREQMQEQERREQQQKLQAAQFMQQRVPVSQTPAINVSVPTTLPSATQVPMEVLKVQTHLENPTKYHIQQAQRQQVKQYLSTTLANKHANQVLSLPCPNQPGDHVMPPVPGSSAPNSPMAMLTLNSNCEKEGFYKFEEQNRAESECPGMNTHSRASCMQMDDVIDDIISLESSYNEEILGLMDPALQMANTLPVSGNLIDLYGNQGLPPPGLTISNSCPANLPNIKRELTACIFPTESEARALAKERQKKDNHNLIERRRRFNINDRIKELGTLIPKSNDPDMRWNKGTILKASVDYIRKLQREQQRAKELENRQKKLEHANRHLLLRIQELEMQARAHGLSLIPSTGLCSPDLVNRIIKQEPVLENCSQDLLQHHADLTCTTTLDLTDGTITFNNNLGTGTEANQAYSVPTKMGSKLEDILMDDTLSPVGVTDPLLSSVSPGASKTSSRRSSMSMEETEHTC
FBW7 act: FBW7 E3 ligase activators, primary screen, biochemical, AlphaScreen, human. F-box/WD repeat-containing protein 7 (Homo sapiens), Q969H0. AlphaScreen FBW7–phospho-cyclin E peptide binding, activator screen. normalized activity (activation), % at 26.1 µM. hit rate 0.13% among 650,000. AID 1259310, 2017; in the data active = normalized activity above about 1.9%;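 also: purified mutant Fbw7 with reduced substrate affinity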
GPR151 activ: activators of human GPR151, primary screen, cell-based, PathHunter beta-arrestin, luminescence | AID 1508602, 2020 | hit rate 1% among 650,000 | PathHunter beta-arrestin GPR151 cells | activation, % at 11.2 µM; in the data active = activation above about 4.9%;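 also: 0% = median of compound wells and 100% = cells with positive control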
Target sequence (Q8TDV0 whole entry, looked up): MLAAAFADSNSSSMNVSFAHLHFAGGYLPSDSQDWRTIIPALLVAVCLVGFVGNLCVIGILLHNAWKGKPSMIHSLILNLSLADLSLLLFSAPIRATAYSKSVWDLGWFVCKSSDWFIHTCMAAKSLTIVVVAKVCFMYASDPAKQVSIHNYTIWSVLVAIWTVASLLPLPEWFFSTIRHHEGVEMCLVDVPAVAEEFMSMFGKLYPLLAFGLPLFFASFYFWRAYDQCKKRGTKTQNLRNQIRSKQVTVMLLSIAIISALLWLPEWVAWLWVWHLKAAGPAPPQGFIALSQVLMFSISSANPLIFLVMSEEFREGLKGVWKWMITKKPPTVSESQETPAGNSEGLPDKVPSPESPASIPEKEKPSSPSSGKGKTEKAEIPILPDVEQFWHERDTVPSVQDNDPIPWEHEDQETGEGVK
TEAD-YAP inh: TEAD-YAP interaction inhibition, primary screen, TEAD-YAP interaction inhibitor project, luminescence, HEK-TIYL cells; inhibition, % at 9.12 µM; TEAD-Gal4/YAP UAS-luciferase luminescence; hit rate 1.4% among 640,000; in the data active = inhibition above about 32%;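 also: 0% = median of test compound wells and 100% = reference inhibitor wells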
Active calls of the source: *.

Fields – MITF inh | FBW7 act | GPR151 activ | TEAD-YAP inh
CC(C)NC(=O)Oc1ccc(C23CC4CC(CC(C4)C2)C3)cc1
  -3 | 0.3 | 0.8 | -28
O=C(c1ccc(N2C(=O)c3ccccc3C2=O)cc1)N1CCCC1
  19 | 0.0 | 0.5 | 0
O=C(NCCN1CCOC(c2ccccc2)C1)c1ccc2c(c1)OCO2 (centres undefined)
  -11 | -0.2 | -2.1 | -10
COC(=O)C1=C(C(=O)OC)SC(=C2C(=S)C(C)(C)N(C(=O)Nc3ccc(Cl)c(Cl)c3)c3cc(C)ccc32)S1
  23 | -1.1 | 0.4 | -1
CS(=O)(=O)N(CC(=O)Nc1ccc(F)cc1)c1ccc(Oc2ccccc2)cc1
  68* | 0.5 | 1.3 | -22
C/C(=C\C(=O)c1ccccc1)NCc1ccc(F)cc1
  8 | -0.1 | 2.0 | -15
COC(C(=O)Nc1ccccc1F)c1ccccc1 (centres undefined)
  3 | -0.2 | -0.5 | 3
CCC1=NN2C(=N)/C(=C/c3ccc4c(c3)OCO4)C(=O)N=C2S1
  -4 | -0.3 | 0.4 | 7
Cc1ccc2c3c(ccc2n1)NC1=C(C(=O)CCC1)C3c1ccc(-c2ccccc2)cc1 (centres undefined)
  -6 | -0.3 | -0.4 | 5
O=C(NCCCN1CCOCC1)c1ccc2nc(-c3ccco3)c(-c3ccco3)nc2c1
  14 | -0.8 | -0.2 | 3
Cc1ccc(C2=N/C(=C/c3cccc([N+](=O)[O-])c3)C(=O)O2)cc1C
  -3 | 0.2 | 0.3 | 13
CC(=O)c1cccc(-c2ccnc(Nc3ccc(S(N)(=O)=O)cc3)n2)c1
  -2 | -0.1 | -0.3 | -20
O=C(c1ccc(N2CCC(NCc3cccc(F)c3F)CC2)cc1)N1CCCC(CO)C1 (centres undefined)
  5 | -0.1 | 0.3 | -2
Oc1c(C(Nc2nccs2)c2ccco2)ccc2cccnc12 (centres undefined)
  20 | -0.3 | 1.4 | 6
O=C1N[C@H](Cc2ccc(O)cc2)C(=O)N2CCN(C(=O)c3ccccc3)C[C@H]12
  16 | 0.2 | -1.0 | -1
CCOC(=O)C1=C(N)n2c(s/c(=C/c3cccs3)c2=O)=C(C(=O)OCC)C1c1cccs1 (centres undefined)
  1 | 0.0 | -0.2 | 41*
CC1CCN(CCCNC(=O)CCS(=O)(=O)Cc2ccccc2F)CC1
  10 | -0.1 | -0.3 | 2
CCCCCCCC(=O)Nc1ccc(C(=O)Nc2ccccc2[N+](=O)[O-])cc1
  2 | 0.0 | 3.0 | -17
COc1ccc(CCCC(=O)N/N=C/c2ccccc2)cc1
  0 | 0.0 | 0.4 | 1
Cc1ccc(-c2csc(N(C)C(=O)CCl)n2)cc1
  2 | -0.2 | 0.7 | -22
O=C1C2CC=CCC2C(=O)N1c1ccc(Cl)c(C(F)(F)F)c1 (centres undefined)
  -1 | 0.0 | 0.3 | -5
CN1CCN(CCCOc2cccc(C(F)(F)F)c2)CC1
  -12 | 0.0 | 1.6 | 13
CC(=O)Nc1nc(C)c(-c2csc(Nc3cccc(C(=O)O)c3)n2)s1
  23 | 0.6 | -1.1 | 3
COc1ccc(Nc2nc(Cl)nc(Nc3ccc(OC)cc3)n2)cc1
  0 | -0.1 | 0.9 | 5
Cc1cccc(OCCOc2cccc(C=O)c2)c1
  0 | 0.2 | -1.0 | -64
Cc1ccc(C(=O)N/C(=C/c2ccco2)C(=O)N(C)C)cc1
  2 | -0.1 | 0.4 | -6
NC1=NC(=O)/C(=C/c2ccc(-c3cccc(C(=O)O)c3)o2)S1
  3 | -0.2 | 0.4 | 70*
Cc1ccc(C)c(-n2ccnc2SCC(=O)NC(C)(C)C)c1
  7 | 0.1 | 1.0 | 8
OC(CN1CCOCC1)Cn1nnnc1-c1ccccc1 (centres undefined)
  -4 | -0.1 | -0.2 | -4
O=C(CSc1cn(CC(=O)N2CCCCCC2)c2ccccc12)NCc1ccccc1
  3 | 0.1 | -0.2 | 6
O=C(/C=C/c1ccccc1Cl)Nc1cccc(O)c1
  11 | 0.0 | -1.6 | 38*
Nc1cccc(N2CCCC2=O)c1
  5 | 0.0 | 0.1 | 0
CC1CCc2nc(NC(=O)c3ccccc3[N+](=O)[O-])sc2C1 (centres undefined)
  5 | 0.0 | -0.6 | -46
CCn1nc([N+](=O)[O-])c(=NC(C)(C)C)n1O
  12 | 0.7 | 0.5 | -3
CCOc1ccc(CN2CCc3nnc(C(C)NC(=O)C4CCOCC4)n3CC2)cc1 (centres undefined)
  8 | 0.6 | -0.3 | 6
CC(=O)C(C)(C)Oc1ccccc1OC(=O)c1ccccc1
  5 | 0.1 | -0.1 | 4
COc1ccc(N2CCN(c3ccc(N4C(=O)COCC4=O)cc3[N+](=O)[O-])CC2)cc1
  22 | 0.6 | 0.1 | 7
CC(Cc1ccc2c(c1)OCO2)CN1CCc2nnc(CNS(=O)(=O)C(C)C)n2CC1 (centres undefined)
  5 | 0.1 | 0.4 | 11
COc1ccccc1NC(=O)n1ncc2c(C)cccc21
  1 | 0.0 | -0.9 | -3
CC(C)(CO)Nc1nc(NCc2ccco2)nc(N2CCOCC2)n1
  7 | -0.5 | -0.1 | -11
Cc1sc(NC(=O)c2cc3ccccc3oc2=O)c(C(=O)NCc2cccnc2)c1C
  -4 | 0.2 | 2.5 | 13
CCc1cc(C(=O)OC)c(NC(=S)N2CCN(c3ccccn3)CC2)s1
  14 | 0.3 | -1.2 | -5
C=CCN(C(=O)Cn1c(=O)oc2cc(S(=O)(=O)N3CCCC3)ccc21)c1ccccc1
  -8 | 0.1 | -0.1 | 3
CCOC(=O)c1c(C)n(CC(O)CNC(C)C)c2ccc(OC)cc12 (centres undefined)
  5 | -0.1 | 0.9 | -6
COc1cc(OC)cc(C(=O)N2CCc3ccccc32)c1
  16 | 0.1 | -0.4 | -1
Cc1ccc(C)c(NC(=O)C(=O)NCCc2ccc(S(N)(=O)=O)cc2)c1
  6 | 0.0 | 0.3 | -2
O=C(CCCCCn1c(SCc2ccc(F)cc2Cl)nc2ccsc2c1=O)NCCc1ccccc1
  -4 | -0.1 | 0.9 | -5
CCCOC(=O)c1ccc(NC(=O)COc2ccc(Cl)cc2Cl)cc1
  5 | 0.2 | 0.6 | 8
Cc1cc(C)c(S(=O)(=O)NC(C)(C)C)c(C)c1
  7 | 0.3 | -1.2 | 5
O=C1N/C(=C\c2ccc(-c3cccc([N+](=O)[O-])c3)o2)C(=O)N1Cc1ccc(Cl)cc1
  10 | 0.1 | 0.2 | 8
O=C(Cc1ccsc1)NC(c1ccccc1)c1ccccc1
  0 | 0.0 | -0.9 | -4
CCC(=O)NC(c1ccc(OC)c(OC)c1)c1c(OC(C)=O)ccc2ccccc12 (centres undefined)
  11 | 0.4 | -1.6 | 7
Cc1cc(N2C(=O)Nc3ccccc3N2O)no1
  -2 | 0.1 | -0.1 | -3
CCC(=O)N1N=C(c2ccco2)CC1c1ccco1 (centres undefined)
  -4 | 0.0 | 0.1 | 13
Cc1nnc(NC(=O)CSCCSCC(=O)Nc2nnc(C)s2)s1
  -1 | -0.1 | 2.1 | 3
C=CCN1C(=S)NC2c3cc([N+](=O)[O-])ccc3OC1(C)C2C (centres undefined)
  28 | -0.1 | -0.5 | -1
CCCn1nnc(NC(=O)c2cccc([N+](=O)[O-])c2)n1
  -1 | -0.1 | 0.1 | -6
Cc1onc(-c2ccccc2Cl)c1C(=O)O/N=C(\N)c1ccccc1
  5 | 0.1 | -1.5 | -5
COc1ccc(NC(=O)CSc2ncc(-c3ccc(OC)cc3)n2C)cc1
  19 | 0.0 | -0.6 | 11
CCN1C(=O)CC(CC(=O)N2CCNC(=O)C2)(c2ccccc2C)C1=O (centres undefined)
  -11 | -0.1 | 0.6 | -12

Continued:
Fields – MITF inh | FBW7 act | GPR151 activ | TEAD-YAP inh
COC(=O)C1=C(C)C(c2cccc([N+](=O)[O-])c2)NC(=O)N1C (centres undefined)
  4 | 0.1 | 1.4 | -5
COc1ccc(NC(=O)c2ccc(N3CC4CC(C3)c3cccc(=O)n3C4)c(NC(=O)c3ccccc3Cl)c2)cc1Cl (centres undefined)
  -4 | -0.1 | -1.9 | -14
CCOC(=O)c1ccc(NC(=O)c2ccccc2)cc1
  -9 | 0.2 | -2.3 | -56
Cc1ccc(SC(C)C(=O)Nc2ccc(S(=O)(=O)N3CCOCC3)cc2)cc1 (centres undefined)
  2 | -0.1 | -0.8 | 8
NNC(=O)C(CSC1CCCCO1)NC(=O)C1CCC(=O)N1 (centres undefined)
  -7 | 0.1 | 0.4 | -4
CC1CCN(C(=O)c2cn(-c3ccc(Cl)cc3)c(=O)c3ccccc23)CC1
  5 | 0.2 | 0.1 | 7
CC1CCC(C(C)C)C(OC(=O)c2ccccc2C(=O)OCC(=O)c2ccc(-c3ccccc3)cc2)C1 (centres undefined)
  -4 | -0.1 | 1.5 | -3
O=C(NCCc1ccccc1)C1CCN(Cc2ccccc2O)CC1
  0 | -0.1 | -0.3 | 0
CC(C)c1ccc(NC(=O)C2C3C=CC4(O3)C2C(=O)N(CCc2ccccc2Cl)C4C(=O)NC2CCCC(C)C2C)cc1 (centres undefined)
  12 | 0.4 | 2.0 | -7
COc1ccc(C(=O)CSc2nnnn2-c2cccc(C)c2)cc1
  6 | -0.1 | 0.9 | 4
O=C(COC(=O)c1cc(=O)c2ccccc2o1)NCc1cccs1
  0 | 0.0 | -0.1 | 9
Cc1cccc(C(=O)Nc2cccc(C(=O)N/N=C/c3ccccc3O)c2)c1
  9 | 0.4 | -1.3 | 1
C=CCN1CCN(C(c2ccc(Cl)cc2)c2nnnn2Cc2ccco2)CC1 (centres undefined)
  3 | 0.4 | -1.1 | 6
O=C(O)CCC(=O)N1CCc2cc(S(=O)(=O)NCCCc3ccccc3)ccc21
  -10 | -0.2 | -0.2 | 2
Cc1ccc(OC(C)C(=O)NCc2ccccc2)cc1 (centres undefined)
  10 | 0.1 | -1.5 | 3
O=C(CCSc1nnc(-c2ccco2)o1)N1CCCC1
  3 | 0.0 | 1.3 | -15
O=C1NC(=O)N(c2cccc(Br)c2)C(=O)/C1=C/c1ccc(O)c(Cl)c1
  12 | 0.0 | -0.3 | -2
CCOc1ccc(NC(=O)CSc2nnc(NC(=O)C(C)(C)C)s2)cc1
  13 | 0.1 | -1.4 | 3
Cc1nc(N2CCC(N3CCCN(c4ccccc4)CC3)CC2)nc2ccc(F)cc12
  -1 | 0.1 | -0.5 | -1
CC(C)n1cnc2c(NCCN3CCOCC3)nc(N3CCN(c4ccccn4)CC3)nc21
  8 | 0.3 | 1.8 | -4
COc1ccc(C2SCc3cc(C)c(C)cc3CS2)cc1OC
  4 | 0.0 | 1.2 | 9
Cc1nc(CC(=O)N2CCC[C@@H]3CN(C(=O)CCCc4ccccc4)CC[C@@H]32)cs1
  10 | 0.0 | -0.1 | 8
COc1cccc(/C=N/NC(=O)CC(=O)NCC(C)C)c1OC
  7 | 0.1 | 1.6 | 4
Cc1ccccc1NC(=O)/C(C#N)=C/c1ccc2c(c1)OCO2
  0 | -0.2 | -1.5 | -6
O=S(=O)(NCCCNC1CCCCC1)c1ccccc1F
  4 | -0.1 | 2.2 | -1
COc1ccc(-c2noc(-c3nnn(-c4ccccc4OC)c3N)n2)cc1
  8 | -0.1 | -0.2 | -21
Cc1nc(NS(C)(=O)=O)sc1C(=O)O
  11 | 0.0 | 5.0* | 8
COc1ccc(-n2nc(C(=O)NCc3cccnc3)c3ccccc3c2=O)c(OC)c1
  -4 | -0.2 | 0.2 | -9
Cc1cccc(C(=O)OCCN2C(=O)c3cccc4c(N5CCOCC5)ccc(c34)C2=O)c1
  -5 | 0.0 | 0.1 | -3
CN(C)c1ccc(NC(=O)CSc2nc3cc4c(cc3c(=O)n2CCCC(=O)NCc2ccc3c(c2)OCO3)OCO4)cc1
  1 | -0.1 | -0.2 | 3
CC(Oc1ccc(Br)cc1)C(=O)Nc1ccccc1[N+](=O)[O-] (centres undefined)
  14 | -0.3 | -1.4 | -5
CCCN(CC(=O)Nc1ccc(C(N)=O)cc1)CC(=O)Nc1ccccc1C
  -3 | -0.2 | 0.2 | 7

From PubChem BioAssay

Rows are unselected; about 3.4% have a hit in one of these screens.
